human PMI inhibitors – human PMI inhibitors, high substrate, primary screen, biochemical, fluorescence intensity, high mannose 6-phosphate (AID 1220). recombinant PMI enzyme, coupled fluorescence intensity; higher % means a stronger effect. inhibition, % at 20 µM; hits with a dose series show IC50 in µM. actives 0.66% (n = 190,000)
LYP phosphatase – inhibitors of LYP phosphatase, biochemical, fluorescence intensity, uHTS (AID 1779); inhibition, % at 11.5 µM; hits with a dose series show IC50 in µM; actives 0.054% (n = 290,000); recombinant LYP phosphatase, fluorescence intensity; higher % means a stronger effect;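 also: plate controls were vehicle with enzyme for no effect and no enzyme for full effect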
AID2073 – disruptors of CaV2.2 binding to Mint1 – biochemical, HTRF (AID 2073). HTRF protein-protein interaction, Mint1-CaV2.2; higher % means a stronger effect. inhibition, % at 20 µM, or IC50 in µM where a hit was titrated. actives 0.19% (n = 290,000); in the data active = inhibition mostly above about 51%, no sharp cut-off; also: some results filed as inactive read as strong as hits
Dynein cargo inh – dynein cargo transport inhibition | actives 0.47% (n = 220,000) | z-score, hits read low | 3617.4 mouse cells, GR-EGFP nuclear translocation imaging; test concentration mostly 20 µM; stimulated with dexamethasone, 1 µM; stronger effect = lower value;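 active = plate z-score of nuclear minus cytoplasmic receptor signal below a set negative limit, without overly bright fluorescence or cell loss, cut at about -3.5 in these data, passing the limit was not always enough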;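 also: z-score of nuclear minus cytoplasmic ring GR-EGFP intensity difference per well; some compounds called inactive have numbers as strong as hits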
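Medium: Induction medium lacking tetracycline, stripped serum | Probe or stimulus: 1.0 µM final dexamethasone stimulus | Schedule: 48 h induction, then 1 h compound, then 30 min agonist, 37 °C | Signal: Automated 10x imaging of fixed Hoechst-stained cells | Evaluation: Per-cell GR-EGFP intensity, nucleus versus surrounding cytoplasmic ring, well-averaged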
M1AAP inhibition – P. falciparum M1AAP inhibitors, biochemical, fluorogenic H-Leu-NHMec substrate, 1536-well (AID 1445); recombinant M1AAP, H-Leu-NHMec fluorogenic kinetic assay; higher % means a stronger effect; inhibition, % at 30 µM; hits with a dose series show IC50 in µM; actives 0.42% (n = 220,000);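 active = primary inhibition above the hit cutoff, then over 50% inhibition at one or more dose response concentrations, cut at about 23% in these data, passing the limit was not always enough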;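 also: plate controls were DMSO full reaction for no effect and no enzyme background for full effect; strong numbers were not always called active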
human PMI inhibition – inhibitors of human PMI, primary screen, biochemical, fluorescence intensity, coupled assay (AID 1209) | actives 0.42% (n = 190,000) | one-dose inhibition, % at 20 µM; IC50 in µM for titrated hits | purified PMI enzyme, coupled fluorescence intensity; higher % means a stronger effect;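 also: plate controls were DMSO vehicle for no effect and wells lacking substrate for full effect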
XIAP antagonists – XIAP antagonists, biochemical, IAP family, fluorescence polarization (AID 1018); XIAP BIR domain, fluorescence polarization peptide displacement; higher % means a stronger effect; displacement, % at 20 µM, or IC50 in µM where a hit was titrated; actives 0.007% (n = 200,000); in the data active = displacement above about 50%; also: a part of the inactive calls stands beside numbers as strong as those of hits
P. falciparum M17LAP – P. falciparum M17LAP inhibitors, primary screen, biochemical, fluorogenic H-Leu-NHMec substrate, 1536-well (AID 1619) | actives 0.38% (n = 220,000) | recombinant M17LAP, H-Leu-NHMec fluorogenic kinetic assay; higher % means a stronger effect | one-dose inhibition, % at 30 µM; IC50 in µM for titrated hits;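 active = compound inhibiting the enzyme by more than half at any dose during confirmatory dose-response retesting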;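 also: plate controls were full reaction with DMSO carrier for no effect and no enzyme background for full effect; strong numbers were not always called active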
SIAH1 antagonists – Siah-1 peptide-binding antagonists, primary screen, biochemical, fluorescence polarization, rhodamine-plectin, uHTS (AID 1817); Siah-1 / rhodamine-plectin peptide fluorescence polarization; higher % means a stronger effect; one-dose displacement, % at 20 µM; IC50 in µM for titrated hits; actives 0.02% (n = 290,000);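 active = displacement of at least 50% at 20 µM, with a fluorescence ratio check between 0.3 and a set limit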;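 also: plate controls were Siah plus tracer with DMSO for no effect and tracer alone without Siah for full effect; strong numbers were not always called active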
Dynein cargo inh cytoplasmic EGFP – also measured in Dynein cargo inh; calls as there; z-score; measured here: cytoplasmic GR-EGFP intensity; stronger effect = higher value
Dynein cargo inh nuclear GR-EGFP – recorded beside Dynein cargo inh, whose call it bears; z-score; measured here: nuclear GR-EGFP intensity;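 lower value marks the stronger effect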
Dynein cargo inh cell count – recorded beside Dynein cargo inh, whose call it bears; z-score; measured here: cell count per field
The depositor's hits bear a star. Rule as the data show it, unless noted: active = inhibition above about 50%; inactive = the rest.

SMILES	human PMI inhibitors	LYP phosphatase	AID2073	Dynein cargo inh	Dynein cargo inh cytoplasmic EGFP	Dynein cargo inh nuclear GR-EGFP	Dynein cargo inh cell count	M1AAP inhibition	human PMI inhibition	XIAP antagonists	P. falciparum M17LAP	SIAH1 antagonists
C[C@H](CCC(=O)O)[C@H]1CC[C@H]2[C@@H]3[C@@H](O)C[C@@H]4C[C@H](O)CC[C@]4(C)[C@H]3CC[C@]12C	-1%	-4%	-3%	-1.2	-0.3	-0.59	0.47	2.6µM*	-3%	-4.6%	9%	2%

Assay outcomes from PubChem BioAssay.

Only part of the results is shown (hit frequency here may not be typical).
